Screening results as filed in PubChem BioAssay.
Mcl1-Bid inh – Mcl-1/Bid interaction inhibition; AID 1021; TR-FRET Mcl-1/Bid-Dy647 peptide binding, 1536-well; Q07820; inhibition, % at 21.7 µM; 0.97% of 220,000 active;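 active = compounds that cut the binding signal by more than half at the single screening dose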;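 note: His-tagged Mcl-1 with europium anti-His antibody binding Bid BH3 peptide; 0% = Mcl-1 plus peptide wells and 100% = peptide-only wells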
Bim-Mcl-1 – human Bim-Mcl-1 interaction inhibition. Q07820. inhibition, % at 10 µM. AID 1009. Bead-based flow cytometry, Bim peptide-Mcl-1 binding. 0.1% of 190,000 active;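 note: 0% = no compound tracer wells and 100% = peptide blocker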
Bcl-B Bim block – disrupts Bim peptide binding to human Bcl-B | Q9HD36 | bead-based flow cytometry | inhibition, % at 10 µM | 0.073% of 190,000 active | AID 951;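 note: 0% = tracer peptide without compound and 100% = reference inhibitor peptide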
RGS7-Gao – human RGS7-Galphao interaction regulation; P09471; Multiplexed bead flow cytometry, RGS7-Galphao binding; actives lie on both sides; binding response (% of control), % at 10 µM; 0.35% of 220,000 active; in the data active = binding response below about 49% or above about 150%; inconclusive = no clear call, values can overlap the other calls; inactive = in between;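 note: fluorescent Galphao held in activated GDP-AlF4 state binding bead-coupled RGS7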
Target sequence (P09471 whole entry, looked up): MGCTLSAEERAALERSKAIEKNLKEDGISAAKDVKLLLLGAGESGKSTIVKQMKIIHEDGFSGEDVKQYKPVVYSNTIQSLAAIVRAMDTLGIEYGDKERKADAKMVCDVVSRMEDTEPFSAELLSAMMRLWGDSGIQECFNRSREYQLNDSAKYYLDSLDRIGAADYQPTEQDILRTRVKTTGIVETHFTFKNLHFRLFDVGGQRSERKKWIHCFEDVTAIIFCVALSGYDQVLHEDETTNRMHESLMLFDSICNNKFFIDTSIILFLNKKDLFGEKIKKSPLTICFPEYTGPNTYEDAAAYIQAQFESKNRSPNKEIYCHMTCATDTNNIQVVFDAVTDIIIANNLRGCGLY
Bim-Bfl-1 – human Bim-Bfl-1 interaction inhibition | inhibition, % at 10 µM | Bead-based flow cytometry, Bim-Bfl-1 binding inhibition | Q16548 | AID 1008 | 0.12% of 190,000 active;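 note: 0% = wells without compound plus tracer and 100% = blocker peptide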
RGS4-Gao reg – human RGS4-Galphao interaction regulation; P09471; 0.33% of 220,000 active; Multiplexed bead flow cytometry, RGS4-Galphao binding; actives lie on both sides; AID 1415; binding response (% of control), % at 10 µM; in the data active = binding response below about 49% or above about 150%; inactive = in between;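 note: fluorescent Galphao activated with aluminum fluoride binding bead-coupled RGS4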
Bim-Bcl-2 – inhibitors of Bim-Bcl-2 interaction, human; inhibition, % at 10 µM; Bead-based flow cytometry, Bim peptide-Bcl-2 binding; 0.06% of 190,000 active; P10415; in the data active = inhibition above about 40%; inconclusive = no clear call, values can overlap the other calls;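 note: 0% = no compound wells with probe peptide and 100% = reference peptide inhibitor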
Target sequence (P10415 whole entry, looked up): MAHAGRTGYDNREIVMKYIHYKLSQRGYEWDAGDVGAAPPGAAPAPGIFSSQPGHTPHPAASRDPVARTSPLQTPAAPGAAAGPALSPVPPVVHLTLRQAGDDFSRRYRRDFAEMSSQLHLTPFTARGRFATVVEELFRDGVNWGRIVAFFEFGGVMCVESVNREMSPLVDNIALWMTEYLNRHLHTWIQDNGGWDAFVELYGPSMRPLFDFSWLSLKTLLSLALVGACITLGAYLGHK
RGS8-Gao reg – regulators of human RGS8-Galphao interaction; multiplexed bead flow cytometry, RGS8-Galphao binding; actives lie on both sides; response (percent of control binding), % at 10 µM; 0.34% of 220,000 active; AID 1423; in the data active = response below about 60% or above about 140%; inactive = in between;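 note: Galphao activated as the GDP aluminium fluoride complex binding bead-coupled RGS8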
Bcl-W Bim block – disrupts Bim peptide binding to human Bcl-W; 0.02% of 190,000 active; bead-based flow cytometry; Q92843; inhibition, % at 10 µM;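 note: 0% = bound tracer without compound and 100% = peptide blocker; higher means less fluorescent Bim peptide bound to Bcl-W beads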
Target sequence (Q92843 whole entry, looked up): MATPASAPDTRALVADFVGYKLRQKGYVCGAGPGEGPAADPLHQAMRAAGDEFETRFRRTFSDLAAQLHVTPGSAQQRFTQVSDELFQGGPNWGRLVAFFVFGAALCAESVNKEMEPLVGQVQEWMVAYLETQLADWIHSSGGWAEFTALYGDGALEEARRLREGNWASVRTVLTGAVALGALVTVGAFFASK
Bim-Bcl-XL – human Bim-Bcl-XL interaction inhibition; Q07817; inhibition, % at 10 µM; Bim peptide-Bcl-XL binding, bead flow cytometry, fluorescence; 0.04% of 190,000 active
Target sequence (Q07817 whole entry, looked up): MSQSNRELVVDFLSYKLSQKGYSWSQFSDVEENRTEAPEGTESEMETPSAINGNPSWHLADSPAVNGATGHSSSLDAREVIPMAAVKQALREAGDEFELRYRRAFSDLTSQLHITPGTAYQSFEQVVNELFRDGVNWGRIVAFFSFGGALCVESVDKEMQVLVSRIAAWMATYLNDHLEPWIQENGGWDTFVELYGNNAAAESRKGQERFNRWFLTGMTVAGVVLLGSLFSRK
Mcl1-Noxa inh – disrupts binding of human Mcl-1 to Noxa peptide. inhibition, % at 21.7 µM. 1.5% of 220,000 active. Q07820. AID 1022. TR-FRET Mcl-1/Noxa peptide binding, 2 h;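 active = compounds that cut the protein-peptide binding signal by more than 50% relative to plate controls in a single-dose test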;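 note: His-tagged Mcl-1 with rhodamine Noxa BH3 peptide and terbium anti-His antibody; 0% = Mcl-1 plus Noxa peptide wells and 100% = peptide-only wells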
* hit, by the source's call; ? = inconclusive; · = no result given. Cut-off read from the data, not from the text of the source, unless noted: active = inhibition above about 40%.

SMILES	Mcl1-Bid inh	Bim-Mcl-1	Bcl-B Bim block	RGS7-Gao	Bim-Bfl-1	RGS4-Gao reg	Bim-Bcl-2	RGS8-Gao reg	Bcl-W Bim block	Bim-Bcl-XL	Mcl1-Noxa inh
CCCCCn1c(=O)[nH]c2cc(C(=O)NCCCN(CC)CC)ccc2c1=O	2	-1	-8	111	-11	107	-11	103	4	-5	23
O=Cc1cn(CC(=O)NCC2CCCO2)c2ccccc12 (configuration not stated)	-1	0	-1	100	0	102	1	103	0	-4	-2
COc1ccc(OC)c(Cc2nnc(CCC(=O)NC(C3CC3)C3CC3)o2)c1	-11	-1	-3	95	-4	102	-2	99	0	0	7
Cc1cc(NC(=O)CSc2nnc(-c3ccco3)n2Cc2ccco2)no1	-22	-2	-6	91	-10	107	-5	98	5	-1	2
CCN(CC)c1cc(Cl)nc(N)n1	-5	1	-2	109	-7	106	-2	106	-2	-2	6
CC(=O)c1ccc(Oc2ncnc3sccc23)cc1	-5	-1	3	100	5	104	0	102	-3	-2	8
O=C(COc1ccc(S(=O)(=O)N2CCOCC2)cc1)N1CCCCCC1	-40	0	-1	101	-3	98	-6	95	2	-1	-4
COc1ccc(-c2[nH]c(-c3ccc(C)cc3)nc2SCC(=O)Nc2nccs2)cc1	-30	-7	-6	100	2	99	1	91	-4	-8	18
O=C(COc1cccc2cccnc12)NCc1cccs1	-43	3	7	101	12	99	6	102	7	2	12
COc1cccc(CSc2nnc(CSc3nc4nc(C)cc(C)n4n3)s2)c1	-14	0	-5	101	-16	101	-9	97	7	-2	10
O=c1oc2ccccc2cc1-c1csc(Nc2ccc(O)cc2)n1	5	1	-2	101	4	103	3	99	4	4	101*
CCO[C@H]1OC(C(=O)N2CCOCC2)=C[C@@H](c2cn(C(C)=O)c3ccccc23)[C@@H]1CCCO	-8	-1	-3	106	-4	97	-2	98	0	0	-1
CCOc1ccc(C2CC(=O)n3nc(C45CC6CC(CC(C6)C4)C5)nc3S2)cc1OC (configuration not stated)	-11	-7	-6	101	-1	96	-3	98	0	-1	3
CCOC(=O)CN(C(=O)CNC(=O)c1ccco1)C(C(=O)NC1CCCCC1)c1cccs1 (configuration not stated)	1	-4	-5	99	0	101	-10	99	-2	-4	-2
CC1(C)Cc2nc(N3CCCC3)c(C#N)cc2CO1	-12	-1	0	104	-2	105	0	104	1	-2	8
O=C(Nc1cccc(C(F)(F)F)c1)c1scc2c1OCCO2	-39	-2	-2	96	-5	94	-5	97	-2	-4	-2
Cc1nn2c(-c3ccncc3)ccnc2c1Cl	-9	-1	-3	97	-5	94	-1	98	0	-2	4
O=C(c1cc(C(=O)N2CCOCC2)c2nc3ccccc3n2c1)c1ccccc1O	-7	·	·	?	·	105	·	103	·	·	-18
CCCCCCOc1ccc(C(=O)n2cnc(N)n2)cc1	-11	0	0	101	0	104	0	101	-3	-1	15
COC(=O)c1[nH]c2ccc(Cl)cc2c1NC(=O)Oc1ccccc1	-45	-6	-4	103	-2	101	-5	101	-2	-4	51*
Cc1oc2cc3oc(=O)c4c(c3cc2c1C)CCC4	-14	-2	0	103	0	104	-2	102	1	1	-13
CCN(CC)S(=O)(=O)c1cccc(-c2nnc(SCC(=O)c3ccc(Cl)s3)n2C)c1	11	0	-8	112	-4	113	-3	111	3	-1	14
CN(C(=O)COc1cc(=O)n(C)c2ccccc12)c1cccc(Cl)c1	-5	1	-5	103	-6	103	-3	104	-2	-2	15
NC(=O)C1CCN(CC(=O)Nc2cc(Cl)ccc2Oc2ccccc2)CC1	-15	0	0	104	1	100	0	113	0	-3	13
Cc1ccc(S(=O)CCNC(=O)Cc2ccc(Cl)cc2)cc1 (configuration not stated)	-15	2	-2	107	-4	99	2	101	0	1	7
CC12CN(Cc3ccccc3)CC(C)(CN(Cc3ccccc3)C1)C2=O	-6	2	0	93	-2	102	2	100	0	-1	8
O=C(c1ccc2c(c1)OCO2)n1nnc2ccccc21	4	-4	-6	96	-8	99	0	107	2	-3	32
O=C(Nc1cccc(Cl)c1)Nn1cnnc1	-15	·	·	?	·	99	·	102	·	·	-20
CCOC(=O)c1cccc(NC(=O)CSc2nnc(C3CCCCC3)n2CC)c1	5	0	1	105	-1	103	-2	103	0	0	11
CC(C)(C)c1ccc(CN(Cc2ccccc2)C(c2ccccn2)c2nnnn2C(C)(C)C)cc1 (configuration not stated)	-5	-1	3	100	-3	100	-3	98	0	-1	1
O=C(O)C1CCC(=O)N(C2CCCCC2)C1c1ccccc1 (configuration not stated)	-4	0	-2	103	-7	102	-9	116	-3	-3	23
CCOC(=O)c1nc(C)sc1-c1ccnn1S(=O)(=O)c1ccc(Cl)cc1Cl	6	·	·	?	·	118	·	105	·	·	1
COc1cccc(Nc2cc(C)nc3nc(C)nn23)c1	-19	2	1	104	0	103	3	106	0	1	13
COc1ccccc1C(=O)NNC(=O)c1cccc(F)c1	-3	-2	-9	98	-22	98	-7	98	-3	-9	10
O=C(O)CCCCn1c(SCc2cc(=O)n3cc(Cl)ccc3n2)nc2ccsc2c1=O	6	-2	-2	96	0	81	-5	86	-2	-3	24
COc1ccc(OC)c(CCNC(=O)CC2Oc3ccc(C)cc3NC2=O)c1 (configuration not stated)	-11	-1	-9	106	-8	101	-8	98	2	0	13
CCc1ccc(-c2nn(-c3cc(Cl)ccc3[N+](=O)[O-])c(=O)c3ccccc23)cc1	-18	-5	-3	99	-1	101	-6	97	-3	-2	20
Cc1ccc(S(=O)(=O)NCc2ccc(C(=O)NC3CC3)cc2)cc1	29	-3	-6	105	-2	109	-4	106	0	-3	13
FC(F)(F)c1ccccc1/C=N/Nc1ccccn1	-22	0	-3	99	-6	98	-2	99	-2	-2	6
CCOC(=O)N1CCN(CC(O)COCc2cc(OC)c(OC)c(OC)c2)CC1 (configuration not stated)	-2	11	7	104	14	103	7	109	10	17	-6

A second format for four compounds above:
molecule | Mcl1-Bid inh | Bim-Mcl-1 | Bcl-B Bim block | RGS7-Gao | Bim-Bfl-1 | RGS4-Gao reg | Bim-Bcl-2 | RGS8-Gao reg | Bcl-W Bim block | Bim-Bcl-XL | Mcl1-Noxa inh
CN(C(=O)COc1cc(=O)n(C)c2ccccc12)c1cccc(Cl)c1 | -5 | 1 | -5 | 103 | -6 | 103 | -3 | 104 | -2 | -2 | 15
NC(=O)C1CCN(CC(=O)Nc2cc(Cl)ccc2Oc2ccccc2)CC1 | -15 | 0 | 0 | 104 | 1 | 100 | 0 | 113 | 0 | -3 | 13
Cc1ccc(S(=O)CCNC(=O)Cc2ccc(Cl)cc2)cc1 (configuration not stated) | -15 | 2 | -2 | 107 | -4 | 99 | 2 | 101 | 0 | 1 | 7
CC12CN(Cc3ccccc3)CC(C)(CN(Cc3ccccc3)C1)C2=O | -6 | 2 | 0 | 93 | -2 | 102 | 2 | 100 | 0 | -1 | 8

Next records follow.
SMILES	Mcl1-Bid inh	Bim-Mcl-1	Bcl-B Bim block	RGS7-Gao	Bim-Bfl-1	RGS4-Gao reg	Bim-Bcl-2	RGS8-Gao reg	Bcl-W Bim block	Bim-Bcl-XL	Mcl1-Noxa inh
CC(C)=CCc1c(O)cc2oc3c(CC=C(C)C)c(O)c(O)c(CC=C(C)C)c3c(=O)c2c1O	-51	·	·	?	·	80	·	88	·	·	60*
Cc1ccc(C(=O)C(C)OC(=O)C2CC(=O)N(C3CCCCC3)C2)cc1 (configuration not stated)	-18	2	-5	101	-10	103	-8	101	0	-2	-26
CCN(CC)S(=O)(=O)c1ccc(Cl)c(NC(=O)CCCCl)c1	-5	·	·	?	·	102	·	100	·	·	12
O=C(O)CNC(=S)N(Cc1cccs1)C1CCCCC1	-5	-4	-2	108	-3	107	-2	106	-4	-2	9
O=C(CN1CCN(S(=O)(=O)c2ccc3ccccc3c2)CC1)Nc1ccc(N2CCOCC2)cc1	-20	-5	-1	101	5	103	0	107	-1	-5	32
COc1ccc(OC)c(-c2c(C#N)c(N)nc3c2c(=O)nc2sccn23)c1	-7	-7	-16	67	-8	66	-6	94	-8	-12	1
COC(=O)c1ccccc1SC1CC(=O)N(c2cccc(C)c2)C1=O (configuration not stated)	-18	-1	-2	109	-2	107	-3	98	-3	-2	28
CCC12CN(C(=O)c3ccc(OC)cc3)CC(CC)(CN(C(=O)c3ccc(OC)cc3)C1)C2=O	-38	0	-5	106	-12	100	-6	100	2	-2	10
O=C(c1cc2ccccc2[nH]1)N1CCOCC1	-1	-4	-6	97	-1	97	0	92	-1	-6	15
N#CN=C1SCCS1	-2	0	-5	109	-11	114	-5	104	0	-14	-7

As entered above:
In Bim-Bcl-XL, COC(=O)c1ccccc1SC1CC(=O)N(c2cccc(C)c2)C1=O (configuration not stated) shows -2
In Bim-Bfl-1, N#CN=C1SCCS1 shows -11

(cont.)
SMILES	Mcl1-Bid inh	Bim-Mcl-1	Bcl-B Bim block	RGS7-Gao	Bim-Bfl-1	RGS4-Gao reg	Bim-Bcl-2	RGS8-Gao reg	Bcl-W Bim block	Bim-Bcl-XL	Mcl1-Noxa inh
CCOC(=O)C1=C(C)OC(N)=C(C#N)C1c1cccs1 (configuration not stated)	-18	-1	-5	106	-2	100	-1	99	0	-2	8
COc1ccccc1N1CCN(CCCCOc2ccc(F)cc2)CC1	15	0	0	100	-1	101	-2	98	0	-3	10
Cc1cc(C)cc(NC(=O)C2CCCN2C(=O)NC2CCCCC2)c1 (configuration not stated)	-13	0	-1	101	-5	102	0	101	0	0	-4
COc1ccc2oc(=O)c(C(=O)N3c4ccccc4CC3C)cc2c1 (configuration not stated)	-33	0	-7	96	-10	102	-8	98	3	-4	-1
Cc1nnc(SCC(=O)N2CCCC(C(=O)c3ccc(Cl)cc3)C2)o1 (configuration not stated)	3	-4	-3	101	1	97	-2	101	-8	-6	5
COc1ccc(OC)c(NC(=O)CC(Cc2ccccc2OC)C(=O)O)c1 (configuration not stated)	-21	0	-1	101	-4	101	1	106	0	-2	14
COc1cc(C2C(C#N)=C(N)Oc3n[nH]c(C)c32)cc2c1OCO2 (configuration not stated)	-43	-4	-18	100	-1	100	-9	100	-1	-4	6
Cc1ccc(S(=O)(=O)N2CCC(=O)N(CCOCc3ccc(C(F)(F)F)cc3)CC2)cc1	6	-1	-1	102	0	101	0	101	-1	-2	20
CCOC(=O)Oc1ccc2oc(C)c(C(=O)OCCOC)c2c1	-12	-1	-2	89	-2	88	0	91	-1	-2	2
CCCS(=O)(=O)C(=C(Nc1ccc(OC)cc1)Nc1ccc(OC)cc1)S(=O)(=O)CCC	-4	0	-5	95	-11	98	-3	100	5	0	-7
CCNC(=O)COC(=O)c1cc(-c2ccc(OC)cc2)nc2ccccc12	-6	-6	-6	99	-3	103	-3	101	-6	-6	9
CCOC(=O)C(C)Oc1cccc2c(=O)n(CC(=O)Nc3ccc4c(c3)OCCO4)ccc12 (configuration not stated)	-7	-2	2	97	-5	96	-5	100	-3	-3	-12
Cc1cccc(CCNC(=O)C2CCCN(S(=O)(=O)c3cccc4nsnc34)C2)c1 (configuration not stated)	-4	0	-1	101	0	102	0	105	2	0	9
CCOC(=O)Cc1csc(SCC(=O)Nc2cccc(Cl)c2)n1	5	-8	-6	100	-18	98	-12	99	0	-8	-6
O=C(Nc1cccc(OC(=O)c2cccnc2)c1)c1cccnc1	-25	-3	0	106	0	102	0	101	0	2	0
COc1ccccc1N1CCN(C(=O)c2oc3ccc(F)cc3c2C)CC1	-1	-4	-6	94	1	92	-3	85	-1	-8	-3
CCOC(=O)CSc1cc(C)c(C#N)c2nc3ccccc3n12	-68	1	0	?	2	101	0	97	2	3	30
